Screening data as filed in PubChem BioAssay.
EBI2 antag – EBI2 receptor antagonists, beta-arrestin recruitment, primary screen, cell-based, luminescence, 7a,25-OHC stimulation, uHTS; G-protein coupled receptor 183 (Homo sapiens), P32249; 7a,25-OHC stimulated; inhibition, % at 5 µM; 360,000 compounds, 0.81% hits; in the data active means inhibition above about 38%;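 further: enzyme fragment complementation signal reports receptor beta-arrestin coupling in cells; 0% = agonist plus DMSO wells and 100% = wells without agonist; some results beyond the cut were filed as inactive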
Target sequence (P32249 whole entry, looked up, the tested form may be a part): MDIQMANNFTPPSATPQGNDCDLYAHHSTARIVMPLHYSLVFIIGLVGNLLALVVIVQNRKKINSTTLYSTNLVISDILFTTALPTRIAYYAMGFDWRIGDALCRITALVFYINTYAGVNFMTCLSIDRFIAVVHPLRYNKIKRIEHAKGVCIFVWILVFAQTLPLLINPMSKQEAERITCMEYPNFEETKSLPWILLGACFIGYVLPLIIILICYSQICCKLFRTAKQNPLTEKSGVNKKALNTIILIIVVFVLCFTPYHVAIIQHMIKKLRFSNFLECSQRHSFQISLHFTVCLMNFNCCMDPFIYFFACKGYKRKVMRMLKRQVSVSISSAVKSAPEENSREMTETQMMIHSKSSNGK
697 NFkB inh – inhibitors of PMA/ionomycin-induced NF-kB reporter, 697 cells, primary screen, B-cell NF-kB inhibitor project, cell-based, luminescence, uHTS; 697 B-cell NF-kB luciferase reporter, 16 h; inhibition, % at 4 µM; 330,000 compounds, 0.33% hits; in the data active means inhibition above about 35%
CCR6 antag – CCR6 receptor antagonists, primary screen, cell-based, CHO-K1, luminescence, beta-arrestin, uHTS; C-C chemokine receptor type 6 (Homo sapiens), P51684; CHO-K1 CCR6 PathHunter beta-arrestin, CCL20-stimulated; inhibition, % at 20 µM; 340,000 compounds, 0.49% hits; AID 493098, 2011;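 active means compounds whose inhibition of the agonist-driven luminescence signal at 20 µM reaches about 50%, limit read from the data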;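 further: cells stimulated with CCL20 at 14 nM final; plate controls were DMSO with CCL20 for no effect and DMSO without agonist for full effect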
Target sequence (P51684 whole entry, looked up): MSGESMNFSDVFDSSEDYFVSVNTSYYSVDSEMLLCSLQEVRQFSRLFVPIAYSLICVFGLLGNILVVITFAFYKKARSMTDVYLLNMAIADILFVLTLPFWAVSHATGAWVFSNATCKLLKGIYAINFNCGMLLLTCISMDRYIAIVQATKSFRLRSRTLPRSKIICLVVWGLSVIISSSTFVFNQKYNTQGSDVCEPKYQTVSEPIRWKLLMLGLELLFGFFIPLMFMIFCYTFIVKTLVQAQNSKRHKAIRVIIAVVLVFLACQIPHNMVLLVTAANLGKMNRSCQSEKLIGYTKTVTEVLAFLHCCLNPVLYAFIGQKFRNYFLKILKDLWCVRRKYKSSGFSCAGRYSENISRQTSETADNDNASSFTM
XBP1 UPR activ – activators of adaptive XBP1 UPR arm, primary screen, cell-based, CHO-XBP1 luciferase reporter, luminescence, uHTS | IRE1-XBP1 UPR activation; percent of tunicamycin response, DMSO as zero | 330,000 compounds, 0.33% hits | activation, % at 20 µM;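 active means versus positive control, 20 µM dose yields 30% or more activation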;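 further: 100% = tunicamycin at 10 µg/mL and 0% = DMSO only wells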
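Material: IRE1-XBP1 luciferase reporter CHO line / Quantity: one thousand reporter cells per well / Buffer or medium: F12 with 10% serum / Compound: 20 µM single concentration, DMSO 1% / Times: 6 h treatment, 37 °C / Detection: Steady-Glo luciferase glow luminescence, 10 min after reagent addition / Benchmarks: tunicamycin high, DMSO low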
CXCR6 block – CXCR6 receptor inhibitors, primary screen, cell-based, beta-arrestin, luminescence, CHO-K1 PathHunter, 1536-well; 360,000 compounds, 0.36% hits; inhibition, % at 20 µM; C-X-C chemokine receptor type 6 (Homo sapiens), O00574; AID 602244, 2012; in the data active means inhibition above about 34%, passing the limit was not always enough;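 further: antagonist mode with CXCL16 agonist at 10 nM final; 0% = 10 nM CXCL16 with DMSO and 100% = unstimulated wells without agonist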
Target sequence (O00574 whole entry, looked up): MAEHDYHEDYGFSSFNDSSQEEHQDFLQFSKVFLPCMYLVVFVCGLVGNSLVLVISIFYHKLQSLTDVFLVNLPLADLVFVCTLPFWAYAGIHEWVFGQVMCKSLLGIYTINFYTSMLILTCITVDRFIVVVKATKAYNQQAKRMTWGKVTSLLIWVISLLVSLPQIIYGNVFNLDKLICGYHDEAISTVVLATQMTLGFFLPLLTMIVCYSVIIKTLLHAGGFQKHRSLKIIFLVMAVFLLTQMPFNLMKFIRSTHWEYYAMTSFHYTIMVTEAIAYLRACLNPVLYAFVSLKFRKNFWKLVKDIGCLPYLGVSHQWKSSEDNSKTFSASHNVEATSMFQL
Gli-Sufu antag – Gli-Sufu pathway antagonists, primary screen, luciferase luminescence, Sufu-KO-LIGHT cells, uHTS. Sufu-KO-LIGHT fibroblasts, Gli luciferase reporter luminescence. 340,000 compounds, 0.74% hits. AID 588413, 2011. inhibition, % at 5 µM;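 active means inhibition above about 55%, limit read from the data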;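 further: 0% = DMSO-treated cells and 100% = wells with medium but no cells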
UPR CHOP act – activators of apoptotic CHOP UPR arm, primary screen, cell-based, CHO-CHOP luciferase reporter, luminescence, uHTS | activation, % at 10 µM | UPR activation; percent of tunicamycin response over DMSO baseline | 330,000 compounds, 0.34% hits | AID 449763, 2010;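 active means at 10 µM dose, activation of 40% or more, normalized to positive control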;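 further: 100% = tunicamycin at 10 µg/mL and 0% = DMSO alone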
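Assay system: CHO cells with stable CHOP pathway luciferase reporter; Buffer or medium: F12 plus 10% serum; Times: 16-18 h cell attachment, then 6 h compound exposure, 37 °C; Signal: luciferase luminescence; Read-out basis: percent activation relative to tunicamycin control; Control set: tunicamycin high control, DMSO low control.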
Mdm2 MdmX PPI – inhibitors of human Mdm2-MdmX association, primary screen, cell-based, luminescence, split luciferase, SaOS-2, uHTS; Protein Mdm4 (Homo sapiens) + E3 ubiquitin-protein ligase Mdm2 (Homo sapiens), …; 330,000 compounds, 3% hits; AID 485346, 2010; SaOS-2 split-luciferase Mdm2/MdmX complementation; inhibition, % at 8 µM;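 active means inhibition of at least 50% at 8 µM in the primary screen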
Jurkat NFkB inh – inhibitors of induced NF-kB luciferase reporter, primary screen, TCR NF-kB activation inhibitor project, cell-based, luminescence, uHTS | Jurkat, PMA/ionomycin-induced NF-kB luciferase reporter | inhibition, % at 4 µM | 330,000 compounds, 0.53% hits; in the data active means inhibition above about 50%
* hit, by the source's call; . = not tested or not shown.

Order of values: EBI2 antag | 697 NFkB inh | CCR6 antag | XBP1 UPR activ | CXCR6 block | Gli-Sufu antag | UPR CHOP act | Mdm2 MdmX PPI | Jurkat NFkB inh
1) CC1CC(C)(C)N(C(=O)CN2C(=O)c3ccccc3C2=O)c2ccccc21 (stereo not drawn)
→ 3 | 0 | 7 | -5 | -3 | 14 | -1.4 | -7 | -12
2) Cn1c(C(C)(O)C(O)c2ccccc2)nc2ccccc21 (stereo not drawn)
→ . | 20 | . | -2 | . | . | -1.2 | -15 | -4
3) O=C(NCc1ccc(OC(F)(F)F)cc1)c1cccc2c1C(=O)c1ccc(N3CCCCC3)cc1S2(=O)=O
→ -2 | 6 | 4 | -6 | -1 | -20 | 0.6 | 20 | 10
4) COc1cccc(NC(=S)N2CCC(c3ccc(C)cc3)C2)c1 (stereo not drawn)
→ 7 | -41 | -1 | -3 | 8 | 21 | 4.0 | -9 | -19
5) Cc1ccc(NC(=O)Nc2ncnc3nc[nH]c23)cc1
→ -3 | -63 | 2 | 6 | 3 | -58 | 5.2 | -27 | -85
6) Cn1cc(CC(=O)NCCCN2CCCC2=O)c2ccccc21
→ -16 | 16 | 7 | -1 | -8 | -11 | -1.8 | 2 | -1
7) Cc1cc(C)cc(NC(=S)N2CCN(Cc3ccccc3)CC2)c1
→ -3 | -8 | 12 | -5 | 3 | 3 | -1.2 | 4 | 14
8) CCCc1nnc(NC(=O)CN2C(=O)c3ccccc3S2(=O)=O)s1
→ -4 | 3 | -2 | -1 | -4 | 6 | 0.9 | 3 | -2
9) Cc1ccc(CNCc2cc(Cl)ccc2O)cc1
→ 2 | 4 | -9 | 5 | -22 | -7 | 0.5 | 25 | -2
10) Cc1ccc(OCC(=O)NCCNC(=O)c2cnccn2)cc1C
→ -8 | 13 | 9 | -4 | 4 | 12 | 1.3 | 11 | 6
11) COc1ccc(-c2cc(=O)c3cc(OC)ccc3[nH]2)cc1
→ 9 | -124 | 2 | -3 | -7 | -77 | -3.9 | -74 | -65
12) COC(=O)Nc1ccc2c(c1)N(C(=O)CCN(C)C)c1ccccc1CC2
→ -7 | 10 | 4 | -3 | -5 | 2 | 0.7 | 9 | -14
13) CC(=O)C1=C(C)N(Cc2ccccc2)C(=O)N[C@H]1CCc1ccccc1
→ -15 | 11 | 7 | -5 | -6 | 3 | -1.3 | 26 | 9
14) CSCCC(NC(=O)COc1ccccc1)C(=O)OC(C)C(=O)Nc1ccccc1C (stereo not drawn)
→ 2 | -8 | 12 | -4 | 17 | -2 | 0.0 | 11 | -37
15) CC(C)OCCCN1CN(S(=O)(=O)c2ccccc2)c2nc3ccccc3nc21
→ -5 | -9 | 12 | 3 | 7 | 3 | 2.3 | -22 | -5
16) CN1COc2ccc3ccccc3c2C1
→ -8 | -28 | 13 | -2 | 4 | -6 | -0.8 | 6 | -22
17) CC1CCCCC12NC(=O)N(CC(=O)OCC(=O)NCc1ccc(F)cc1)C2=O (stereo not drawn)
→ 3 | 16 | 11 | -2 | -1 | 3 | -0.5 | 11 | -1
18) COc1cccc(-c2c(C(=O)N/N=C/c3ccoc3)nnn2-c2nonc2N)c1
→ 2 | -6 | 4 | -1 | -5 | -10 | 1.0 | 26 | -5
19) CSc1ccc(S(=O)(=O)NCCOc2ccccc2C)cc1
→ 7 | -31 | -1 | -1 | -4 | -1 | 0.4 | 16 | 15
20) COc1ccc(CCC(N)=O)cc1OC
→ -5 | 22 | -19 | -1 | -6 | -8 | -1.8 | 7 | -10
21) CC1COC(Cn2c3ccccc3c3ccccc32)O1 (stereo not drawn)
→ 4 | 4 | 10 | -3 | 4 | -6 | -0.6 | 18 | 2
22) Cn1c(=NCC(O)COc2ccccc2)sc2ccccc21 (stereo not drawn)
→ 30 | -5 | 15 | -1 | -6 | -16 | -1.1 | 5 | -8
23) NC(=O)C(=O)N/N=C/c1cccc(C(F)(F)F)c1
→ -1 | 10 | -6 | 0 | -6 | 2 | 1.6 | -38 | -14
24) Cc1cc(C(=O)COC(=O)c2ccc(O)cc2)c(C)n1CC1COc2ccccc2O1 (stereo not drawn)
→ 19 | 18 | 17 | -3 | 2 | -7 | 0.4 | 10 | -1
25) COc1cccc(OC)c1C(=O)Nc1ccc(N2CCN(C(=O)c3cccs3)CC2)cc1
→ 11 | -4 | 20 | -5 | 9 | 5 | -1.2 | 16 | -1
26) Cc1cc(SCC#N)n2nc(C)c(-c3ccc(Cl)cc3)c2n1
→ 18 | -1 | 4 | 12 | 8 | 6 | -1.7 | 49 | 2
27) CN1CCN(CC(O)Cn2c3ccccc3c3ccccc32)CC1 (stereo not drawn)
→ -3 | 10 | -18 | -5 | -21 | 7 | -0.1 | 29 | 1
28) O=C(c1cc(Cl)ccc1O)N1CCN(S(=O)(=O)Cc2ccccc2)CC1
→ 13 | 4 | 7 | -4 | -10 | 5 | 0.6 | -6 | -27
29) CC(C)n1ncc2c(C(=O)NCc3ccccc3CN(C)C)cc(C3CC3)nc21
→ 5 | -17 | 13 | 2 | 6 | 6 | 1.4 | 6 | 10
30) COc1ccc(C(=O)NC(=S)Nc2ccc(Cl)cn2)cc1OC
→ -17 | -7 | 44 | 3 | 14 | -6 | 1.1 | -14 | -4
31) Cc1ccc(NS(=O)(=O)c2ccc3c(c2)oc(=O)n3C)cc1
→ 1 | -3 | 5 | -3 | -9 | -6 | 1.1 | 25 | 4
32) CC(=O)OCCc1[nH]c2ccccc2c1C
→ -9 | -14 | -9 | 1 | -4 | 9 | -2.1 | -21 | 1
33) O=C(CC(Nc1cccc(Cl)c1Cl)C(=O)O)c1ccccc1 (stereo not drawn)
→ -22 | -31 | 5 | -3 | -9 | 1 | 0.0 | 17 | -21
34) COc1cccc(NC(=O)N2CCN(C(=O)C(Cc3ccc(OC)c(OC)c3)NC(C)=O)CC2)c1 (stereo not drawn)
→ -3 | 27 | -3 | 1 | -6 | 25 | -0.5 | 8 | 6
35) CCn1c(SCC(=O)NCCc2ccccc2)nnc1-c1cccs1
→ 24 | 6 | 2 | 2 | 7 | 3 | 1.7 | 14 | 1
36) CC12CCC(=O)N1C(C(=O)NCCN1C(=O)S/C(=C\c3ccccc3F)C1=O)CS2 (stereo not drawn)
→ 1 | 10 | 17 | -1 | 0 | -7 | 0.0 | -5 | 2
37) COc1ccc(CCN2C(=O)c3cccc4c(C(=O)N5CCCCC5)ccc(c34)C2=O)cc1OC
→ -19 | 11 | -20 | -3 | 20 | 20 | -1.7 | 38 | 12
38) COc1ccc(C(=O)NNC(=O)C(=O)/C=C(\O)c2ccc(C)cc2)cc1
→ -1 | 0 | 2 | -1 | 8 | -1 | -1.3 | 19 | -19
39) Cc1ccnc(NS(=O)(=O)c2ccc(NS(=O)(=O)c3cccs3)cc2)n1
→ -7 | 18 | 4 | -2 | -6 | 7 | 0.2 | -1 | 2
40) CC(=O)NC1CCN(CC(=O)Nc2cccc([N+](=O)[O-])c2)CC1
→ -7 | 2 | 4 | -1 | 6 | 8 | 2.2 | 14 | 7

Profiles, looked up by structure. Values in the order: EBI2 antag	697 NFkB inh	CCR6 antag	XBP1 UPR activ	CXCR6 block	Gli-Sufu antag	UPR CHOP act	Mdm2 MdmX PPI	Jurkat NFkB inh
CC12CCC(=O)N1C(C(=O)NCCN1C(=O)S/C(=C\c3ccccc3F)C1=O)CS2 (stereo not drawn) is listed as 1	10	17	-1	0	-7	0.0	-5	2
O=C(CC(Nc1cccc(Cl)c1Cl)C(=O)O)c1ccccc1 (stereo not drawn) is listed as -22	-31	5	-3	-9	1	0.0	17	-21
CN1CCN(CC(O)Cn2c3ccccc3c3ccccc32)CC1 (stereo not drawn) is listed as -3	10	-18	-5	-21	7	-0.1	29	1

New compounds follow:
Order of values: EBI2 antag | 697 NFkB inh | CCR6 antag | XBP1 UPR activ | CXCR6 block | Gli-Sufu antag | UPR CHOP act | Mdm2 MdmX PPI | Jurkat NFkB inh
41) CCOc1ccc(NC(=S)Nc2ccc(OC)cc2)cc1
→ 75* | -3 | -3 | 2 | 3 | 1 | 0.3 | -12 | 2
42) CCOC(=O)c1cnn(-c2cc(C)nc3c(-c4ccccc4)c(C)nn23)c1N
→ 9 | 6 | 4 | -1 | -2 | 1 | 0.4 | 12 | -6
43) COc1ccc(-c2[nH]ncc2CN2CCCOc3c(cccc3OC)C2)c(OC)c1
→ -16 | -3 | -1 | -3 | -5 | 25 | 1.0 | 4 | -9
44) C/C(=N\NC(=O)c1nnn(-c2nonc2N)c1-c1ccc2c(c1)OCO2)c1cccs1
→ 1 | 12 | 4 | -3 | -3 | -7 | 2.8 | 39 | -7
45) COc1ccccc1NC(=S)N(Cc1ccco1)Cc1cc2cc(C)ccc2[nH]c1=O
→ 1 | 3 | 1 | 1 | -9 | -7 | 2.6 | 40 | 13
46) COc1ccc(Br)cc1C(=O)Nc1ccc(NC(=O)c2ccco2)cc1
→ 8 | 5 | -21 | 1 | 2 | -80 | -1.4 | 14 | -24
47) CCCC12CN3CC(C)(CN(C1)C3c1ccc(OC(C)C)cc1)C2=O (stereo not drawn)
→ 3 | 26 | -19 | -2 | 3 | 5 | -1.8 | 18 | -7
48) Cc1ccsc1/C=C1\SC(=S)N(CC2CCCO2)C1=O (stereo not drawn)
→ 1 | -27 | 22 | 3 | -4 | 7 | 6.5 | -52 | -21
49) CCOC(=O)c1cc(OC(=O)c2ccccc2)n(-c2ccccc2)n1
→ 5 | 13 | 19 | 1 | 2 | 0 | -0.7 | 6 | 18
50) CC(=O)c1c(C)[nH]c2ccccc2c1=O
→ 3 | 6 | 14 | -1 | 4 | 3 | -1.4 | -5 | -29
51) CCc1nnc(NC(=O)C2CSC3(C)CCC(=O)N23)s1 (stereo not drawn)
→ -2 | 2 | 2 | 0 | -6 | 5 | -1.4 | 25 | -10
52) N=c1sccn1CC(=O)NC(c1ccccc1)c1ccccc1
→ -7 | 5 | 12 | -2 | 0 | 42 | 0.5 | 17 | -2
53) COc1ccc2nc3c(nc2c1)CCCC3
→ -8 | -32 | -3 | 2 | -12 | -2 | 1.4 | -14 | -37
54) Cn1ncc2c(N3CCC(Cc4ccccc4)CC3)ncnc21
→ 8 | -16 | 9 | 4 | -22 | 17 | 1.0 | 13 | 4
55) O=C(N/N=C/c1ccncc1)c1ccc(COc2cccc3cccnc23)cc1
→ 1 | -4 | -11 | 2 | -2 | 9 | -3.0 | 29 | 17
56) COc1ccc(/C=C/C(=O)NCCCc2ccccc2)cc1
→ 8 | 19 | 13 | -3 | 0 | -4 | 0.1 | -12 | 0
57) COc1c(C)cccc1C(=O)NC(=S)Nc1ccccc1N1CCCC1
→ 1 | -31 | 20 | -3 | -5 | 7 | 1.1 | 30 | -29
58) Cc1cccc(CN2C(=O)[C@@H]3Cc4c([nH]c5ccccc45)C(C)(C)N3C2=O)c1
→ 15 | 8 | 5 | -2 | -13 | -10 | 2.7 | 24 | 16
